# Compound activity as filed in PubChem BioAssay.
# ERAP1 HTS inh: ERAP1 (human) enzyme inhibition; AID 652197; Q9NZ08; 340,000 compounds, 0.15% hits; recombinant ERAP1, Leu-AMC fluorescence, 60 min; inhibition, % at 10.7 µM;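 active = mean replicate inhibition of at least 30%, or all replicates individually reaching that 30% level; inactive = mean below 30% and not every replicate reaching it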;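 also: 0% = neutral control wells and 100% = L-leucinethiol positive control wells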
# Target sequence (Q9NZ08 whole entry, looked up): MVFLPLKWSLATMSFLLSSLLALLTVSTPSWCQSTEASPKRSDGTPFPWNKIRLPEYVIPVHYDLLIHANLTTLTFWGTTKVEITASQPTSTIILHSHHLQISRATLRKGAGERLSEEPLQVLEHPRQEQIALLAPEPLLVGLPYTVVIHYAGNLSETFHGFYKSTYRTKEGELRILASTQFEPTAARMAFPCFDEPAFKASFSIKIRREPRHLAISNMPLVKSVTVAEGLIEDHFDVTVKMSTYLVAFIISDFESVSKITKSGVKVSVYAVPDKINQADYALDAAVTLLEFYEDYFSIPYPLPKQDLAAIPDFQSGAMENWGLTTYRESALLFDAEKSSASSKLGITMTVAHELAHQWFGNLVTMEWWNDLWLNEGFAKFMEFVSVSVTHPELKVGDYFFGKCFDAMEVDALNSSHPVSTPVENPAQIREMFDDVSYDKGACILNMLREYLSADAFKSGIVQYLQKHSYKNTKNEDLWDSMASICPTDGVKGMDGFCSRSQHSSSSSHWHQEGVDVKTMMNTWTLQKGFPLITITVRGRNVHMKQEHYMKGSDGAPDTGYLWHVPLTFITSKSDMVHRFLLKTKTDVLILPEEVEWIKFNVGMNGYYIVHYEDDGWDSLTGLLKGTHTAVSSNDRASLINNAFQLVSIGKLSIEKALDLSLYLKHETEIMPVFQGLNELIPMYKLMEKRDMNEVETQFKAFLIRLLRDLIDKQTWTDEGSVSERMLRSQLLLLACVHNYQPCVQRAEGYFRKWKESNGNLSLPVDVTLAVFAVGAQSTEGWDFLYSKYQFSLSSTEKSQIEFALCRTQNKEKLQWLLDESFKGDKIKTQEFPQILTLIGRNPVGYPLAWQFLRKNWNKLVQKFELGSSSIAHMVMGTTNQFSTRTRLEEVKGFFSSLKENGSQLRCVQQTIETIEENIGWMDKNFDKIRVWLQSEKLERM
# Cneo AK release: causes C. neoformans cell lysis. adenylate kinase release luminescence, 4 h; normalised: neutral wells 0, clomiphene wells 100. lysis activity, % at 15 µM. 360,000 compounds, 0.2% hits. AID 651654;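 active = mean lysis activity across replicates of at least 80%, whatever share of replicates individually reach that level; inactive = mean lysis activity below 80%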
#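 Material – log-phase Cryptococcus neoformans yeast cells · Input – 5 × 10^6 yeast cells/mL · Medium – fresh YPD growth medium · Doses – single compound concentration per well · Timing – static 4 h at 37 °C with compound, 1 h detection · Detection – adenylate kinase release luminescence · Read-out – signal increase indicating cell lysis · Control set – Clomiphene as positive lysis control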
# SIRT5 block: blocks human SIRT5 desuccinylation of peptide; Purified SirT5, succinyl-peptide AMC, trypsin-coupled fluorescence; inhibition, % at 15 µM; 330,000 compounds, 1.1% hits; AID 652115; in the data active = inhibition above about 15%; inconclusive = no clear call, values can overlap the other calls
# LGR2 inh: inhibitors of bursicon-induced Drosophila LGR2 receptor cAMP signaling; HEK293 LGR2, CRE-luciferase, bursicon-stimulated, 4 h; inhibition, % at 9.99 µM; 380,000 compounds, 0.35% hits;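 active = drop in luminescence signal, shown as inhibition above about 50% in the replicate tests, limit read from the data, passing the limit was not always enough; inconclusive = probably only some replicates passing the limit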;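 also: agonist challenge used bursicon conditioned medium at about half maximal strength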
# S100A4 MyoIIA: S100A4-myosin IIA interaction inhibition | S100A4/TAMRA-MyoIIA peptide fluorescence polarization | inhibition, % at 10.7 µM | 360,000 compounds, 0.14% hits;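 active = mean inhibition of at least 70% across replicates, with every replicate also reaching that level; inconclusive = mean inhibition reaches 70% but some replicates fall short; inactive = mean inhibition below 70%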
# Target sequence (P26447 whole entry, looked up): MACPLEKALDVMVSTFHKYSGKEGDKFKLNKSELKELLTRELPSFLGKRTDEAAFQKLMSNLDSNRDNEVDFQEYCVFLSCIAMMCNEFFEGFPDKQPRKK
#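 incubation = readout 5 min after mixing, signal stable up to 60 min | system = S100A4 monomer protein | buffer or medium = HEPES pH 7.2 with CaCl2, KCl, NaCl, DTT, Triton | benchmarks = neutral control DMSO, positive control TFP | also added = fluorescent myosin IIA peptide, 5 nM | compound dosing = one concentration per compound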
# Xi reactivation: reactivates the inactive X chromosome in mouse fibroblasts; XiGFP mouse fibroblasts, % GFP-positive cells imaging, 3 d; cells co-treated with 5-aza-dC sensitizer; scaled so ellipticine positive control = 100%; activation, % at 7.58 µM; 360,000 compounds, 0.055% hits; AID 743238;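 active = mean normalized replicate activation at least 10% and every replicate at or above 10%; inconclusive = only one of the two criteria met; inactive = mean below 10% and not all replicates reach 10%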;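 also: 0% = median of on-plate neutral control wells and 100% = ellipticine 6 µM median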
#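 System: XiGFP fibroblasts, SV40-immortalized. Medium: DMEM plus 5-aza-dC sensitizer. Doses: single point. Timing: 3 d treatment, 15 min room-temperature fixation. Control set: ellipticine 6 µM.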
# Statin myotox sup: suppressors of simvastatin-induced myotoxicity in C2C12 myotubes. ATP luminescence, 48 h; scaled: DMSO 0, geranylgeraniol control 100. rescue of ATP level, % at 7.49 µM. 330,000 compounds, 0.78% hits;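 active = mean ATP rescue above about 67%, or every replicate alone reaching that limit, limit read from the data, passing the limit was not always enough; inconclusive = no clear call, values can overlap the other calls; inactive = mean under the limit and some replicate under it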;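 also: myotubes were challenged with 10 µM simvastatin during compound exposure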
# PGC1a acetyl inh: lowers PGC1a acetylation signal in U2OS cells; AlphaScreen anti-acetyl-lysine; with virally co-expressed GCN5 acetyltransferase; inhibition, % at 15.6 µM; 350,000 compounds, 0.17% hits;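 active = every replicate shows inhibition of at least 40%; inconclusive = mean inhibition at least 40% but some replicate below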;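 also: 0% = neutral control wells and 100% = positive control wells; some results beyond the cut were filed as inactive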
# An asterisk follows results filed as active; ? = inconclusive; . = not tested or not shown; & = joins results of further samples. Some of the compounds tested, so the mix of outcomes need not match the whole.
item	mol	Cneo AK release	SIRT5 block	ERAP1 HTS inh	PGC1a acetyl inh	LGR2 inh	S100A4 MyoIIA	Statin myotox sup	Xi reactivation
1	Cc1ccc(Cn2c(C)c(C(=O)NCc3cccc(C(F)(F)F)c3)sc2=O)cc1	0	.	.	.	-2	-8	16	0.1
2	COC(=O)CCC(=O)N(CCN(Cc1ccccc1)C(=O)CCC(=O)OC)Cc1ccccc1	.	-6	-2	.	.	0	.	0.0
3	Cc1nc2ccc(NC(=O)c3ccc(S(=O)(=O)N(C)C)cc3)cc2s1	.	-1	1	.	-25	3	.	0.1
4	O=C(C[C@@H]1C=C[C@H](NC(=O)c2ccccc2)[C@@H](CO)O1)Nc1ccc(-c2ccccc2)cc1	0	8	-5	-12	8	1	2	-0.3
5	CO/N=C/C(=N\Nc1ccc(OC)cc1)C(=O)c1ccc(F)cc1	.	-2	-6	-2	-6	2	-1	0.0
6	CC(C)NC(=O)Nc1ccc2c(c1)C(=O)N(C)[C@H]1CC[C@H](CC(=O)NCc3ccc(F)cc3)O[C@@H]1CO2	2	.	.	.	-1	.	17	0.0
7	CCNC(=O)OC[C@H]1O[C@H](C#Cc2ccc(C(C)(C)C)cc2)C=C[C@H]1O	.	.	0	.	-7	-3	.	-0.2
8	CCC(=O)N1Cc2cc(C(=O)NCCOC)nc(-c3cccc(-c4ccc(C#N)cc4)c3)c2[C@@H]1CCO	.	2	-2	2	.	-15	.	0.0
9	Cc1ccc(-c2nnc(NC(=O)C3=COCCO3)o2)c(C)c1	.	-4	1	.	-11	-10	-11	0.0
10	CCCNC(=O)N1C[C@H]2[C@@H](c3ccccc31)[C@H](CO)N2Cc1cccc(OC)c1	-5	-2	-2	14	6	26	61	0.1
11	O=C(OCC(=O)N1CCc2ccccc21)c1cncc(Br)c1	6	-4	1	-4	8	-2	-5	0.1
12	O=C(COC(=O)C1COc2ccccc2O1)Nc1cccc(F)c1 (stereo not drawn)	-2	0	-2	2	1	-6	9	0.0

# In the list so far, these have sulfur.
item	mol	Cneo AK release	SIRT5 block	ERAP1 HTS inh	PGC1a acetyl inh	LGR2 inh	S100A4 MyoIIA	Statin myotox sup	Xi reactivation
1	Cc1ccc(Cn2c(C)c(C(=O)NCc3cccc(C(F)(F)F)c3)sc2=O)cc1	0	.	.	.	-2	-8	16	0.1
3	Cc1nc2ccc(NC(=O)c3ccc(S(=O)(=O)N(C)C)cc3)cc2s1	.	-1	1	.	-25	3	.	0.1

# (cont.)
item	mol	Cneo AK release	SIRT5 block	ERAP1 HTS inh	PGC1a acetyl inh	LGR2 inh	S100A4 MyoIIA	Statin myotox sup	Xi reactivation
13	CC(=O)c1ccc(OCCCC(=O)NCCc2ccc(C(F)(F)F)cc2)cc1	2	-2	1	-14	-9	0	4	0.0
14	CC1(C)CC(NC(=O)c2cccc(S(=O)(=O)Nc3cccc(Cl)c3)c2)CC(C)(C)N1	0	-5	-6	1	4	0	-5	0.0
15	Cc1ccnc(NCc2ccc(Br)cc2)c1	6	-3	1	8	-35	-8	14	-0.1
16	COc1cc2cc(CCOC(=O)c3ccc(F)cc3)oc(=O)c2cc1OC	1	.	.	.	-17	0	15	1.0
17	O=C(C1CCC1)N1CCCCN2[C@H](C1)[C@@H](c1ccc(-c3cccc(F)c3)cc1)[C@@H]2CO	-6	0	.	-1	.	10	-18	.
18	COCC#Cc1cnc2c(c1)C(=O)N([C@@H](C)CO)C[C@H](C)[C@@H](CN(C)S(=O)(=O)c1cccc(OC)c1)O2	-8	-1	-2	5	-10	-16	-8	-0.2
19	COc1cccc(C(=O)N2CCN(Cc3ccco3)CC2)c1OC	-3	.	.	15	3	.	-19	.
20	COC(=O)c1ccccc1NC(=O)N1CCN(c2ccccc2)CC1	.	2	3	-5	-6	-5	-2	0.0
21	O=C(O)C1(Nc2ccc([N+](=O)[O-])cc2[N+](=O)[O-])CCCC1	.	3	3	.	-23	3	.	0.2
22	Cc1cc(C(=O)CCl)c(C)n1CCc1ccc(F)cc1	-1	-2	-1	-33	17	10	16	0.3
23	CC(C)c1ccc(NC(=O)N2CCN(S(=O)(=O)c3ccccc3)CC2)cc1	.	7	3	-3	?	-3	-5	0.0
24	CC1CCc2c(sc(NC(=O)c3ccccc3C(=O)O)c2C#N)C1 (stereo not drawn)	.	-1	-4	.	-3	-22	.	0.2

# Given screen by screen: entries from further up.
(13) CC(=O)c1ccc(OCCCC(=O)NCCc2ccc(C(F)(F)F)cc2)cc1
(14) CC1(C)CC(NC(=O)c2cccc(S(=O)(=O)Nc3cccc(Cl)c3)c2)CC(C)(C)N1
(15) Cc1ccnc(NCc2ccc(Br)cc2)c1
(16) COc1cc2cc(CCOC(=O)c3ccc(F)cc3)oc(=O)c2cc1OC
assay / compound,13,14,15,16
Cneo AK release,2,0,6,1
SIRT5 block,-2,-5,-3,.
ERAP1 HTS inh,1,-6,1,.
PGC1a acetyl inh,-14,1,8,.
LGR2 inh,-9,4,-35,-17
S100A4 MyoIIA,0,0,-8,0
Statin myotox sup,4,-5,14,15
Xi reactivation,0.0,0.0,-0.1,1.0

# Further structures follow.
item	mol	Cneo AK release	SIRT5 block	ERAP1 HTS inh	PGC1a acetyl inh	LGR2 inh	S100A4 MyoIIA	Statin myotox sup	Xi reactivation
25	CCc1ccc[n+](-c2[nH]c(=O)sc2/C=N/N=C(\[O-])CCn2c3ccccc3c3ccccc32)c1	-5	-4	.	-2	.	-4	.	0.0
26	CCCC[C@@H]1C=C(C(=O)O)[C@H](c2ccc(Cl)cc2)N1S(=O)(=O)c1ccc(C)cc1	0	-6	1	8	1	1	8	-0.1
27	Cc1noc(C)c1NC(=O)Nc1ccc2c(c1)C(=O)N([C@H](C)CO)C[C@@H](C)[C@@H](CN(C)C(=O)C1CCCCC1)OCCCC[C@H](C)O2	-2	1	-3	.	-13	-15	.	0.4
28	CCOc1ccc(NC(=O)Cc2ccc(NC3=NC4CS(=O)(=O)CC4S3)cc2)cc1 (stereo not drawn)	4	-1	1	.	-37	0	3	-0.1
29	COCCN1Cc2cc(C(=O)OC)c3c(c2C1=O)c1cc(F)ccc1n3C(=O)c1ccccc1	.	.	-2	.	-8	-4	.	-0.1
30	CC(C)(C)n1nnnc1C(c1cccc(C#N)c1)N1CCN2CCCC2C1 (stereo not drawn)	1	.	.	-8	-4	.	-2	.
31	CN(C)CCN1C(=O)c2oc3ccc(F)cc3c(=O)c2C1c1ccncc1 (stereo not drawn)	1	-1	4	15	4	14	-8	0.5
32	C[C@@H]1C=CCCO[C@]12C(=O)N(CC1CC1)c1ccccc12	.	-3	2	.	-10	-3	.	0.2
33	O=C(NC(=S)NCC1CCCO1)c1ccc(Br)o1 (stereo not drawn)	.	3	-1	.	-11	-2	.	0.2
34	COCCOC(=O)C1=C(C)NC(=O)NC1c1ccco1 (stereo not drawn)	2	-9	0	11	16	-9	.	0.1
35	Cc1ccccc1N/C=C/C(=C(C#N)C#N)N(C)C	0	2	-3	2	-1	-2	3	.
36	COCc1cn([C@H]2C[C@@H]3O[C@@H](CO)CC[C@@H]3O[C@@H]2CCc2ccc(-c3ccc(OC)cc3)cc2)nn1	.	2	1	-11	.	6	.	.
37	c1ccc(-c2cc3cc4c(cc3cn2)OCO4)cc1	-10	.	1	.	7	-3	5	0.2
38	CCOc1ccc2[nH]c(=O)c(CN(CCCN3CCOCC3)C(=O)Nc3ccc(F)cc3)cc2c1	2	-1	-1	1	-15	2	60	0.1
39	CCOC(=O)C1=C(C)N=c2s/c(=C/c3cccc([N+](=O)[O-])c3O)c(=O)n2C1c1ccc(OC)cc1OC (stereo not drawn)	1	3	3	-7	16	-4	-4	0.0
40	O=C(Cn1nc(-c2ccc(Cl)cc2)ccc1=O)NCCCN1CCN(Cc2ccccc2)CC1	1	-2	2	.	-9	-4	.	-0.1
41	CC(C)N(Cc1nccn1C)C(=O)c1cc(COc2cccc(C(F)(F)F)c2)on1	7	-2	-3	0	-2	-4	3	-0.1
42	COc1ccccc1C(=O)N1C[C@H]2[C@@H](c3ccccc31)[C@@H](CO)N2C(=O)C1CCCC1	-2	0	1	-14	0	-75	-20	0.1
43	COc1ccc(CN(C)C[C@H]2Oc3ccc(NS(=O)(=O)c4ccc(Cl)cc4)cc3C(=O)N([C@H](C)CO)C[C@H]2C)cc1	3	6	-4	5	10	-1	31	-0.6
44	Cc1ccccc1-c1cnc2c(c1)C(=O)N([C@@H](C)CO)C[C@@H](C)[C@H](CN(C)CC1CCOCC1)O2	46	1	-4	-6	-3	1	7	0.5
45	CCc1ccc(CCC(=O)Nc2sc(C)c(C)c2C(=O)OC)o1	-3	-7	2	-22	-3	2	94*	.
46	C[C@H](CO)N1C[C@H](C)[C@@H](CN(C)Cc2ccccc2C(=O)O)Oc2ncc(C3=CCCC3)cc2C1=O	-3	1	1	11	-3	-8	-5	-0.1
47	CCc1ccc(-c2nc(C)c(CCO)c(=O)[nH]2)cc1	.	-2	-6	8	-21	0	.	0.0
48	OCCN1CCN(CC#CCC(c2ccccc2)c2ccccc2)CC1	-2	1	.	-7	6	-2	-3	0.1
49	COc1ccc(Br)cc1CNC(=O)C1CCC(=O)N1C(C)C (stereo not drawn)	-1	.	.	-3	-1	1	-8	-0.1
50	CCCCCn1c(SCCOCC)nc2c1c(=O)[nH]c(=O)n2C	1	-11	17	-14	-16	5	-1	-0.1
51	Cc1[nH]nc(N=CC2=C(O)CC(c3ccco3)CC2=O)c1-c1ccccc1 (stereo not drawn)	0	5&-8	1&-1	8	-26&-17	-1&11	-7	0.3
52	C=CCN(c1ccccc1OC)S(=O)(=O)c1cccc(C(=O)OCC(=O)N2CC(C)OC(C)C2)c1 (stereo not drawn)	1	-3	4	-4	-12	0	-1	0.3
53	C[C@@H]1CN([C@H](C)CO)C(=O)Cc2cc(N(C)C)ccc2O[C@H]1CN(C)Cc1ccc(Cl)c(Cl)c1	.	.	.	0	7	.	49	-0.6
54	CC(=O)c1ccccc1-c1csc2ncnc(Sc3nnnn3C)c12	0	.	7	-54	14	-11	18	-0.3
55	COC(=O)c1ccc([C@@H]2C=C(C(=O)NCc3ccccc3)O[C@H](OCCCCO)C2)cc1	-5	5	2	.	.	-6	.	.
56	CCN(c1ccccc1)c1nc(Cl)nc2c1cnn2C	0	-2	-5	7	0	-5	10	-0.1
57	CC(C)(C)c1ccc(N2C(=O)CSC2c2ccccc2)cc1 (stereo not drawn)	1	1	-1	-4	.	-5	.	.
58	CC(=O)N1CC(=O)N2[C@H](CO)[C@@H](c3ccc(-c4cccc(C(=O)N(C)C)c4)cc3)[C@@H]2C1	.	0	.	-3	5	.	.	-0.1
